# UHRF1 MBD2 ctr: blocks human UHRF1 binding to methylated DNA; Q96T88; UHRF1 binding to methylated oligo, TR-FRET; inhibition, % at 4.4 µM; 370,000 compounds, 0.75% hits; AID 687016; in the data active means inhibition above about 21%;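 further: UHRF1 SRA domain binding a hemimethylated CpG hairpin DNA probe; 0% = median of test compound wells and 100% = reference inhibitor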
# SIAE inh: inhibitors of human sialic acid acetylesterase SIAE. Q9HAT2. SIAE FP-Rh probe binding, fluorescence polarization. inhibition, % at 9.66 µM. 370,000 compounds, 0.69% hits. AID 1053197;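 active means inhibition above a cutoff: mean of compounds within the control limits plus 3 SD of those, cut at about 17% in these data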;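 further: 0% = plate median of compound wells and 100% = probe without SIAE protein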
# HTRA1 inhibitor: blocks human HTRA1 serine peptidase. inhibition, % at 5.96 µM. recombinant HTRA1, FP-rhodamine activity-based probe, fluorescence polarization. Q92743. 340,000 compounds, 0.5% hits; in the data active means inhibition above about 36%;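 further: 0% = enzyme with DMSO and 100% = wells lacking enzyme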
# MBD2 inh: inhibitors of human MBD2 binding to methylated oligonucleotide | 370,000 compounds, 0.31% hits | inhibition, % at 4.4 µM | TR-FRET | Q9UBB5; in the data active means inhibition above about 13%
# Target sequence (Q9UBB5 whole entry, looked up): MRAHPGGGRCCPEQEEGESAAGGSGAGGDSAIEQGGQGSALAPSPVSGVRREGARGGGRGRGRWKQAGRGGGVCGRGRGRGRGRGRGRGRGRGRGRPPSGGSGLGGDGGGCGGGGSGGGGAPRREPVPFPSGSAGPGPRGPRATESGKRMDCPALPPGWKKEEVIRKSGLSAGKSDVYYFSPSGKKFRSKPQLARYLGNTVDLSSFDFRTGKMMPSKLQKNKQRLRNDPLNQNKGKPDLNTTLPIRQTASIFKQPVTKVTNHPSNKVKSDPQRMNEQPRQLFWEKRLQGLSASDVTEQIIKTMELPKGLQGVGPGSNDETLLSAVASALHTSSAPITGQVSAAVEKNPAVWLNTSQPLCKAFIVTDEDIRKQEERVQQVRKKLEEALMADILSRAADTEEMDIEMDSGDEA
# NPR1 activator: GC-A (human) enzyme activation | P16066 | activation, % at 10 µM | HEK293 GC-A cells, cGMP TR-FRET, EC30 ANP; 0% at EC30 ANP, 100% saturating ANP | 370,000 compounds, 0.14% hits; in the data active means activation above about 40%
# mABHD4 FP: inhibitors of mouse ABHD4 | purified mABHD4, FP-Rh probe fluorescence polarization | inhibition, % at 8.92 µM | AID 720543 | 370,000 compounds, 0.54% hits;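 active means inhibition exceeding the mean over every tested compound plus 3 SD, cut at about 30% in these data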;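 further: 0% = plate median of compound wells and 100% = S159A mutant with DMSO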
# Target sequence (Q8VD66 whole entry, looked up): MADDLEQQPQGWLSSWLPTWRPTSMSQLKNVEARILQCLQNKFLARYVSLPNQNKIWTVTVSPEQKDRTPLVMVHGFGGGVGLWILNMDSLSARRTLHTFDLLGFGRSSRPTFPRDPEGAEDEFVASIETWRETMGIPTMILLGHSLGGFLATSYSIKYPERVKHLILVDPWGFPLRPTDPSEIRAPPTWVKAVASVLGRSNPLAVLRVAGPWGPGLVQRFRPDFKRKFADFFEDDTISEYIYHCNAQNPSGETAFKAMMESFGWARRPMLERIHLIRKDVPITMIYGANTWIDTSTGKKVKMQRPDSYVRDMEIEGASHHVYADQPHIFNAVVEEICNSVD
#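 system = mouse ABHD4 enzyme, wild type | medium = HEPES pH 7.0, NaCl, Pluronic buffer | also added = FP-Rh probe | incubation = Enzyme–compound pre-incubation 45 min, then probe 60 min, both 25 °C | technique = fluorescence polarization, excitation 525 nm, emission 598 nm, BODIPY TMR filters | controls = S159A mutant high control, sample median low control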
# PRMT1 FP inh: PRMT1 (human) inhibition, primary screen. Q99873. recombinant PRMT1, activity-based probe fluorescence polarization. inhibition, % at 2.79 µM. 370,000 compounds, 1.3% hits;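 active means inhibition above about 21% made by adding two undisclosed values, limit read from the data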
# Target sequence (Q99873 whole entry, looked up): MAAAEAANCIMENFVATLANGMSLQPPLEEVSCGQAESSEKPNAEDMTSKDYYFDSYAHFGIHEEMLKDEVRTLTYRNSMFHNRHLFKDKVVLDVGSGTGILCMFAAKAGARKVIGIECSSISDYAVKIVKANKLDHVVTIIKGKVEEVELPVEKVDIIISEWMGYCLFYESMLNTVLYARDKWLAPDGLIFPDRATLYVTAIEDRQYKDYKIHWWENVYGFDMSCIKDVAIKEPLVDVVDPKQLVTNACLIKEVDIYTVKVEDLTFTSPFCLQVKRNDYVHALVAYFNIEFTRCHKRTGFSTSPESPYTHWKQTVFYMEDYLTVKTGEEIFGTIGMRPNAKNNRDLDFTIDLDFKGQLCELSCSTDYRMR
# GC-B act: GC-B (human) receptor activation. 370,000 compounds, 0.11% hits. HEK293-GC-B cells, CNP EC30, cGMP TR-FRET; 0% at EC30 CNP, 100% saturating CNP. activation, % at 10 µM;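 active means activation at 10 µM reaching about 35% in either raw or pattern-adjusted values, limit read from the data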
# rCAG RNA binder: r(CAG) repeat RNA binding; TO-PRO-1 dye displacement fluorescence; inhibition, % at 3 µM; 370,000 compounds, 1.3% hits; AID 651821;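 active means inhibition above the plate cutoff, the mean of all test compounds on that plate plus 3 SD, cut at about 35% in these data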;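 further: 0% = DMSO alone and 100% = 100 µM mitoxantrone as full dye displacement; higher means more dye released from RNA so lower well fluorescence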
# TCR-CD3 inh: human TCR-CD3 binding inhibition; TAMRA-labeled TCR probe fluorescence, biochemical; inhibition, % at 9.4 µM; 360,000 compounds, 0.37% hits; in the data active means inhibition above about 19%;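 further: recombinant mutant TCR 2C K166C tagged with TAMRA read by polarization; 0% = receptor in buffer alone and 100% = receptor with positive control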
# * = called active by the depositor; nt = not tested or not shown. These rows are one share of the data; the hit share may differ from the screen's.
SMILES,UHRF1 MBD2 ctr,SIAE inh,HTRA1 inhibitor,MBD2 inh,NPR1 activator,mABHD4 FP,PRMT1 FP inh,GC-B act,rCAG RNA binder,TCR-CD3 inh
CCc1nc(SCC(=O)NCCc2ccc(OC)c(OC)c2)c2c(=O)n(C)c(=O)n(C)c2n1,-2,-6,-6,1,0,7,-2,-1,0,3
CCOCCc1nnc(NC(=O)CS(=O)(=O)Cc2ccccc2)s1,5,2,2,0,-1,-4,3,8,9,0
COc1cc(OC)cc(C(=O)Nc2ccc(N3CCOCC3)cc2N2CCOCC2)c1,0,3,18,-3,0,1,5,-1,4,4
C=CCn1c(NC(=O)c2ccc(Br)o2)c(S(=O)(=O)c2ccccc2)c2nc3ccccc3nc21,0,-13,-15,-6,2,6,9,-1,13,3
COC(=O)[C@@H](NCc1cccc(CN([C@H](C(=O)OC)C(C)C)S(C)(=O)=O)c1)C(C)C,2,1,3,3,2,5,-1,1,-11,-1
CCNC(=S)Nc1ccc(OCc2nc3ccccc3s2)cc1,-1,-2,-11,-3,7,-3,4,-5,0,0
Cc1ccc(NC(=S)NCc2ccccn2)cc1,-5,2,-1,-2,2,13,2,-1,4,10
CCOC(=O)c1cnc2ccc(Br)cc2c1NCC(C)O (stereo not given),4,-3,0,3,-1,-7,-1,-12,4,0
Cc1cc(C)c(C(=O)N(C)C2CCCN(Cc3ccccc3F)C2)o1 (stereo not given),-1,2,6,-9,1,-2,-6,5,-4,6
COc1ccc(S(=O)(=O)N(C)C[C@H]2Oc3ccc(NC(=O)Nc4ccc(C(F)(F)F)cc4)cc3C(=O)N([C@H](C)CO)C[C@@H]2C)cc1,-1,-201,-113,1,5,-109,0,5,8,34*
CCCCSc1nnc(CSc2ncccn2)n1C,-1,2,9,5,-1,0,-2,5,1,3
CC1CC(=Cc2ccc(N)cc2)C(=O)O1 (stereo not given),-2,2,7,-2,-3,1,-3,-5,0,1
COc1ccc(NC(=O)CSc2nnc(-c3cccs3)n2C)cc1OC,5,3,-1,-3,-2,2,-1,-10,-3,11
N#CCC(=O)Nc1ccc(C(=O)OC(C(=O)Nc2cc(C(F)(F)F)ccc2Cl)c2ccccc2)cc1 (stereo not given),1,-97,-87,3,-8,-70,-4,-3,30,47*
COc1ccc(Oc2coc3cc(OC(=O)c4cccs4)ccc3c2=O)cc1,18,-12,51*,2,-1,-8,-3,-4,1,2
COCCNC(=O)c1onc(CSc2cc(C)ccc2C)c1C(=O)O,10,0,-12,2,-1,-14,5,-1,12,-2
Cc1cccc(N2CCN(C(=O)CCN3C(=S)NC(C)(C)CC3C)CC2)c1C (stereo not given),2,-7,4,-4,1,-7,-4,4,-10,-3
CCCCCC1CC(CC(=O)Nc2ccc([N+](=O)[O-])cc2)C(=O)O1 (stereo not given),3,-4,-24,-1,1,0,-2,-2,8,4
O=C(c1cnn2c(C(F)(F)F)cc(-c3ccc4c(c3)OCO4)nc12)N1CCCC1,2,-1,-3,2,38,3,2,45*,-3,8
CCC1(C(=O)O)NC(c2cc(OC)ccc2O)C2C(=O)N(Cc3ccccc3)C(=O)C21 (stereo not given),1,8,-2,1,-5,3,-4,-9,3,-2
O=C(Nc1ccccc1)c1cc2ccccc2s1,-1,-4,-45,-3,-3,-21,-2,-4,6,3
c1ccc2c(c1)oc1c(Nc3ccc(CN4CCOCC4)cc3)ncnc12,0,-1,-17,-4,3,-1,-1,0,-1,6
CCCCN(C)S(=O)(=O)c1ccc(C(=O)Nc2nnc(CSC)o2)cc1,-1,7,-1,-2,1,-2,0,-1,20,-7
Cn1cc(/C=C(\C(=O)O)C(C(=O)O)=C2CCCCC2)c2ccccc21,18,-1,4,1,-1,4,-2,4,5,5

# HTRA1 inhibitor, hit marks shown above.
mol	UHRF1 MBD2 ctr	SIAE inh	HTRA1 inhibitor	MBD2 inh	NPR1 activator	mABHD4 FP	PRMT1 FP inh	GC-B act	TCR-CD3 inh
COc1ccc(Oc2coc3cc(OC(=O)c4cccs4)ccc3c2=O)cc1	18	-12	51*	2	-1	-8	-3	-4	2

# Later entries:
SMILES,UHRF1 MBD2 ctr,SIAE inh,HTRA1 inhibitor,MBD2 inh,NPR1 activator,mABHD4 FP,PRMT1 FP inh,GC-B act,rCAG RNA binder,TCR-CD3 inh
COc1cc(C2c3c([nH]c(=O)[nH]c3=O)Nc3ccc4ccccc4c32)cc(OC)c1OC (stereo not given),3,13,7,2,-12,1,-3,-4,42*,1
Cc1ccccc1OCCC(=O)OCC(=O)Nc1ccc(C(N)=O)cc1,-1,-2,-2,2,1,-1,-1,-2,0,1
COC(=O)c1sccc1-n1cccc1C(=O)NCc1ccccc1,-1,3,7,0,-4,2,-5,-6,-2,3
COc1ccc(CN2CCC[C@]3(N[C@H](c4ccccc4)[C@@H]4C(=O)N(C)C(=O)[C@@H]43)C2=O)cc1,1,-4,1,3,-3,-2,2,8,0,-1
COc1ccc(CNCCCSc2ncccn2)cc1OC,2,5,4,4,1,0,5,4,1,-4
CC(=O)N1CCN(C(=O)CCc2nc3ccccc3c(=O)[nH]2)CC1,-2,-1,7,-5,1,5,1,7,1,7
CCOc1c2ccc(C(=O)NCC34CC5CC(CC(C5)C3)C4)cc2nn1CC,-2,2,-18,-7,0,1,-1,-2,-8,7
Brc1cccc(OCCCN2CCCCCC2)c1,1,5,8,0,-4,11,-4,-1,2,3
Cc1ccc(C(=O)c2c[nH]cc2-c2ccccc2)cc1,-1,1,-18,0,2,-6,0,0,1,-3
CC(c1ccccc1C(=O)O)c1cc(F)cc2ccccc12 (stereo not given),-1,0,nt,1,1,-4,2,-3,9,7
O=C(C1=NNC2C(=O)N(c3ccccc3)C(=O)C12)c1nc(Cl)ccc1Cl (stereo not given),0,-1,-4,3,-2,2,-1,1,0,-3
O=C(NCCNc1ccc([N+](=O)[O-])cc1C(F)(F)F)c1ccccc1F,-2,0,-9,-4,-2,-3,-5,-14,-4,0
Cc1ccc(C)c(N2CCN(C(=O)CCC(=O)Nc3nnc(C(F)(F)F)s3)CC2)c1,-3,0,-7,2,5,7,0,1,1,1
C=CCN(c1ccccc1OC)S(=O)(=O)c1cccc(C(=O)NCC(c2ccc(OC)cc2)N2CCCC2)c1 (stereo not given),-1,-7,-27,-1,-6,-4,0,0,3,0
COc1ccc(CCn2ccc(O)c(Cc3ccc(Cl)cc3)c2=O)cc1OC,3,-2,1,-5,2,-2,-3,-2,2,6
Cc1occc1C(=O)Nc1nnc(-c2cccs2)s1,-3,-9,0,-1,-2,-4,0,-1,5,-1
Cc1ccc(CN2C(=O)CSC2c2ccccc2F)cc1 (stereo not given),0,5,-17,-2,-9,2,-3,-7,-8,-2
O=C(CSc1nc(-c2ccccc2)cc(=O)[nH]1)N1CCc2ccccc21,-1,4,-2,2,-2,2,-2,-3,2,7
C/C(CC(=O)Nc1ccc(Cl)cc1)=N\NC(=O)C(=O)NCCO,-2,-1,1,-5,5,-7,-5,-1,0,4
C=CCNC(=O)c1cnn(-c2ccccc2)c1-c1ccccc1,1,5,2,-3,-2,0,0,3,-5,3
CC(=O)N1Cc2cc(N)ccc2Oc2ccccc21,4,3,2,3,-3,-3,1,4,7,-1
O=C(CCn1c(=S)[nH]c2ccccc2c1=O)NCCc1ccccc1,0,-1,-1,-1,-6,-7,-3,-4,-1,6
Cc1cc(NC(=O)c2ccccc2Cl)n(C(C)(C)C)n1,-3,5,nt,-4,-2,-1,0,0,-2,4
O=C(Nc1cccc(Br)c1)c1ccn[nH]1,1,-7,-3,2,9,-4,2,-7,-2,-11

# Quoted at random: 5 records from the list, in no set order.
SMILES,UHRF1 MBD2 ctr,SIAE inh,HTRA1 inhibitor,MBD2 inh,NPR1 activator,mABHD4 FP,PRMT1 FP inh,GC-B act,rCAG RNA binder,TCR-CD3 inh
CC(=O)N1Cc2cc(N)ccc2Oc2ccccc21,4,3,2,3,-3,-3,1,4,7,-1
O=C(Nc1cccc(Br)c1)c1ccn[nH]1,1,-7,-3,2,9,-4,2,-7,-2,-11
COc1ccc(CCn2ccc(O)c(Cc3ccc(Cl)cc3)c2=O)cc1OC,3,-2,1,-5,2,-2,-3,-2,2,6
O=C(CSc1nc(-c2ccccc2)cc(=O)[nH]1)N1CCc2ccccc21,-1,4,-2,2,-2,2,-2,-3,2,7
C=CCNC(=O)c1cnn(-c2ccccc2)c1-c1ccccc1,1,5,2,-3,-2,0,0,3,-5,3

# Additional compounds:
SMILES,UHRF1 MBD2 ctr,SIAE inh,HTRA1 inhibitor,MBD2 inh,NPR1 activator,mABHD4 FP,PRMT1 FP inh,GC-B act,rCAG RNA binder,TCR-CD3 inh
O=[N+]([O-])c1ccc(Cl)c2cccnc12,3,4,1,4,1,-7,-2,4,-3,-1
CSCCC(NC(=O)COc1ccccc1)C(=O)N(C)Cc1ccc(F)cc1 (stereo not given),-1,2,-2,2,0,0,-1,0,0,4
COc1ccc(OC)c(C(=O)Cn2nnc3ccccc3c2=O)c1,-3,2,1,-1,-1,3,-2,-1,-2,5
CCc1nnc(NC(=O)c2ccc(COc3ccccc3C)o2)s1,7,-13,5,9,5,-5,9,3,0,-10
O=C1C2CC=C(Cl)CC2C(=O)N1CCCCCCN1C(=O)C2CC=C(Cl)CC2C1=O (stereo not given),8,10,22,2,4,12,3,5,2,11
CC(C)=CCCC(C)=CCN1C(=O)CN(C)C1=O,0,-2,0,-3,0,1,-1,1,0,8
COc1ccccc1Cc1c(-c2ccc(F)cc2)nc2ccc(Cl)cn12,-1,-2,nt,-4,2,6,0,-4,14,-1
COc1ccc(OC)c(S(=O)(=O)NCc2ccccn2)c1,0,2,1,-2,-2,-1,-7,0,-3,-3
O=C(N/N=C/c1cccnc1)C12CC3CC(CC(C3)C1)C2,0,10,-1,-1,0,-3,-5,3,-3,1
Cc1ccc(C(=O)NCC(=O)OCC(=O)c2c(N)n(C)c(=O)n(C)c2=O)s1,2,3,-3,-2,3,-1,-1,-12,2,11
COc1cc(C)c(C(C)C)cc1S(=O)(=O)n1cnc(C)c1,1,3,-1,-2,-2,3,-3,1,3,-8
C[C@@H](NC(=O)[C@@H]1Cc2ccccc2CN1)C(=O)Nc1ccc2c(c1)OCO2,-2,5,5,1,0,2,-4,-2,0,2
CC1CCN(C(=S)NC(=O)c2ccccc2)CC1,38*,2,-3,-4,-3,-3,0,13,0,3
COc1ccc(C(=O)NNC(=S)NC(=O)c2ccc(Cl)cc2)cc1,-1,-6,nt,0,4,-1,-1,-1,12,17
CC(COc1ccccc1)N(CCCl)Cc1ccccc1 (stereo not given),0,-3,1,-1,-3,0,-2,0,-1,3
COc1cccc(/C=C/c2ccc3cccc(O)c3n2)c1,-5,4,2,-4,10,0,0,10,9,-8
COc1ccc(CCNC(=O)CN(c2ccc(OC)c(OC)c2)S(C)(=O)=O)cc1OC,5,-2,5,7,-1,-18,5,0,-4,-2
CC(=O)c1cccc(OCC(=O)Nc2ccccc2N2CCOCC2)c1,-1,3,-7,1,4,0,-1,-4,3,7
CC(=O)N(c1ccc(C(F)(F)F)cc1)S(=O)(=O)c1ccc(N2C(=O)CCC2=O)cc1,-2,7,5,3,1,-3,-2,3,-3,-1
CCCc1ccc(C(=O)COC(=O)CN2C(=O)NC3(CCCCC3C)C2=O)cc1 (stereo not given),3,0,-4,1,1,0,0,6,4,3
O=C(NCC(=O)N(CCN1CCOCC1)C(C(=O)NC1CCCC1)c1cccnc1)c1cccs1 (stereo not given),0,0,1,1,-3,1,-1,3,-1,8
Cc1ccc(N(C(=O)c2csnn2)C(C(=O)NC2CCCC2)c2cccnc2)c(C)c1 (stereo not given),-4,-5,9,3,-1,4,-1,-3,-4,5
COc1cccc(C(=O)NC(C)CCc2ccccc2)c1 (stereo not given),2,0,-5,3,1,4,4,2,-6,-5
CCc1nnc(NC(=O)CSc2nc(C)cs2)s1,4,4,4,5,2,-7,10,8,0,-2
